Bioassay records: PubChem, several laboratories
MBD2 DNA inh = MBD2-methylated oligo binding inhibition | Q9UBB5 | TR-FRET, MBD2 binding to methylated oligonucleotide | inhibition, % at 4.4 µM | actives 0.31% (n = 370,000); in the data active = inhibition above about 13%
Target sequence (Q9UBB5 whole entry, looked up): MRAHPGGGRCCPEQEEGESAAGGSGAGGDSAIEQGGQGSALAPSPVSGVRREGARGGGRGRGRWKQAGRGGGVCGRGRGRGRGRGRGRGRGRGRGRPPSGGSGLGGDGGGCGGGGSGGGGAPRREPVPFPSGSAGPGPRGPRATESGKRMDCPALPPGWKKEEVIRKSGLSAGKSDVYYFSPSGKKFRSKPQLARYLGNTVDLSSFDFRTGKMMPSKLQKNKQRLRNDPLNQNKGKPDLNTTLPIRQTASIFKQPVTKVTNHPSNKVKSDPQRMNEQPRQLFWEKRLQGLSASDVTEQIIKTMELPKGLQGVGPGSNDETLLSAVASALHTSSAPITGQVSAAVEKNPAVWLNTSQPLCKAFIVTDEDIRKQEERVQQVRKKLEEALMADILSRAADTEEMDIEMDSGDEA
ADAM17 inh = inhibitors of human ADAM17; recombinant ADAM17, EDANS/DABCYL FRET peptide cleavage; inhibition, % at 6.95 µM; actives 0.83% (n = 370,000);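 active = inhibition above the mean of compounds lying between control limits plus 3 SD, set per campaign, cut at about 8.5% in these data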;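 also: 0% = DMSO-only wells as the low control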
ssDAF-12 act = activates DAF-12 receptor from parasite S. stercoralis. HEK293 ssDAF-12/GRIP1 lit1-tk-luc reporter, luminescence; % of 3 µM dafachronic acid response. activation, % at 6.8 µM. actives 1% (n = 370,000);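 active = activation above the mean over all tested compounds plus 3 SD, cut at about 0.9% in these data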;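 also: 0% = DMSO-only wells and 100% = 3 µM delta7-dafachronic acid wells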
hgDAF-12 ag = hgDAF-12 agonism, primary luciferase screen; HEK293 GAL4-hgDAF12 UAS-luciferase reporter, agonist luminescence; normalized to butyrate control; actives 1.8% (n = 370,000); AID 687014; activation, % at 6.8 µM;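 active = activation above a cutoff set at the mean of all screened compounds plus 3 SD, cut at about 10% in these data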;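 also: 0% = DMSO wells and 100% = sodium butyrate wells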
NR1D1 modulator = modulates human Rev-erb alpha binding to DNA; P20393; Rev-erbα–FITC-DNA binding, fluorescence polarization, 90 min; activity, % at 10 µM; actives 0.79% (n = 370,000); AID 1259318;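 active = activity above about 14%, limit read from the data; passing the limit was not always enough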;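 also: 0% = DMSO wells with 35 nM protein and 100% = DMSO wells with 750 nM protein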
Target sequence (P20393 whole entry, looked up): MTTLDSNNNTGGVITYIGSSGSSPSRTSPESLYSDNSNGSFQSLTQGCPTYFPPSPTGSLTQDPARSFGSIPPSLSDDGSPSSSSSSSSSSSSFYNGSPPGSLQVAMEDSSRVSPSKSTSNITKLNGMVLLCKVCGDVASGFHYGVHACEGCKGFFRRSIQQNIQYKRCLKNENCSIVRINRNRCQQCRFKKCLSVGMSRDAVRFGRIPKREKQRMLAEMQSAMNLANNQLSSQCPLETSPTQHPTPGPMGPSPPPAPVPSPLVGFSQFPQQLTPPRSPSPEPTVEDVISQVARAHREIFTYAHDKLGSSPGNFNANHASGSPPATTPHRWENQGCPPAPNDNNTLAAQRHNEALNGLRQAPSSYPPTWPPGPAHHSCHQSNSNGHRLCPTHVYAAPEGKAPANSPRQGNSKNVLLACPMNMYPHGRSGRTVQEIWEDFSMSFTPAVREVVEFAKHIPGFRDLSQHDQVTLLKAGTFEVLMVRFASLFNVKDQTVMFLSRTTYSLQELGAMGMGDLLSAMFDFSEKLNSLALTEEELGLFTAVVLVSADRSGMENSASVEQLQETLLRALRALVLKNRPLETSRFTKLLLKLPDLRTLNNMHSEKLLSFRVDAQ
PLC-gamma1 inh = PLC-gamma1 (human) inhibition, primary screen. purified PLC-gamma1, fluorogenic substrate, fluorescence. inhibition, % at 12.2 µM. actives 0.84% (n = 370,000). AID 720700; in the data active = inhibition above about 9.5%
DAX1 inh-1 = inhibits human nuclear receptor DAX1. actives 0.99% (n = 340,000). inhibition, % at 6.75 µM. AID 504766. HEK293 Gal4-DAX1 luciferase reporter, luminescence;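 active = inhibition above the mean over all tested compounds plus 3 SD, cut at about 4.2% in these data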;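 also: 0% = DAX1-transfected cells with DMSO and 100% = empty-vector control cells with DMSO; inhibition shows as a rise in luminescence from relieved DAX1 repression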
PLC-beta3 inh = blocks human PLC-beta3 enzyme activity. Q01970. inhibition, % at 12.2 µM. Purified PLC-beta3, fluorogenic substrate, fluorescence. actives 0.18% (n = 370,000); in the data active = inhibition above about 11%;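 also: 0% = median of compound wells on plate and 100% = full blocker control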
hcDAF12 agonist = activators of H. contortus DAF-12 nuclear receptor | HEK293 hcDAF-12 lit1-tk-luc reporter, luminescence; 0% DMSO, 100% Δ7-dafachronic acid | activation, % at 6.8 µM | actives 1.4% (n = 370,000);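 active = activation above the mean of all tested compounds plus 3 SD, cut at about 5.5% in these data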;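 also: 100% = response to 3 µM Δ7-dafachronic acid high control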
DAX1 inh-2 = inhibitors of DAX1 repression of SF-1 activated StAR promoter; HEK293T StAR-luciferase reporter, SF-1/DAX-1 repression relief; inhibition, % at 6.8 µM; actives 1.1% (n = 370,000); AID 652010;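 active = inhibition above the mean over all tested compounds plus 3 SD, cut at about 3.6% in these data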;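 also: 0% = DAX-1 cells with DMSO and 100% = cells lacking DAX-1 with DMSO; higher inhibition means more luminescence from relief of DAX-1 repression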
SMARCA2 activ = SMARCA2 function activation, primary screen | MG213 cells, MMTV-luciferase reporter, dexamethasone, overnight | actives 1% (n = 370,000) | activation, % at 9.1 µM; in the data active = activation above about 7.8%;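 also: 0% = vehicle wells and 100% = reference activator wells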
Active calls of the source: *; i = inactive; / = not tested or not shown.

mol	SMARCA2 activ	PLC-gamma1 inh	PLC-beta3 inh	hcDAF12 agonist	ssDAF-12 act	ADAM17 inh	hgDAF-12 ag	DAX1 inh-2	NR1D1 modulator	DAX1 inh-1	MBD2 DNA inh
Cc1ccc(S(=O)(=O)N2CCOCC2)cc1NC(=O)COC(=O)c1ccc2c(c1)OCCO2	-3	-5	-4	-1.3	-1.5	-6	3.1	0.9	-1	1.0	2
CS(=O)(=O)OC12CCCN(C1)/C(=C/c1ccc(Cl)cc1)C2 (stereo not drawn)	-2	-2	3	0.7	-1.1	-1	2.2	0.0	-3	/	1
COc1ccc(-n2cc(COC(=O)NCCc3c[nH]c4ccccc34)nn2)cc1	0	0	-4	-0.5	-1.8	2	0.4	-1.3	-2	/	-1
COC(=O)c1ccc2c(=O)[nH]c(CCl)nc2c1	3	-12	-11	-0.8	-0.7	-13	4.7	-0.7	3	3.1	-3
COc1ccc(-c2ccc3c(N)c(C(=O)NC(C)C)sc3n2)cc1OC	-2	i	i	-1.7	-1.1	-79	-0.2	0.1	-2	/	2
CCCCc1cc(=O)oc2cc(OCC(=O)NCCN3CCOCC3)ccc12	-3	2	-8	0.0	-1.2	-7	0.7	-1.6	-2	-0.9	10
COCCn1c(C)cc(/C=C(\C#N)C(=O)OCC(=O)N(C)c2c(N)n(Cc3ccccc3)c(=O)[nH]c2=O)c1C	2	-11	-13	-0.5	-1.0	-3	1.6	1.1	-2	-0.1	-3
CO/N=C(/CNC(=O)c1ccccc1Cl)c1ccc(Cl)cc1	0	2	1	-1.4	-1.9	-4	0.2	-0.5	-3	0.3	2
CCOC(=O)/C(=N/Nc1ccc(OC)cc1)Sc1nnc(CCc2ccccc2)n1-c1ccccc1	0	-6	-5	-3.1	-1.7	5	-2.7	-1.0	2	-2.3	0
CNS(=O)(=O)c1ccc(NC(=O)C2CC(=O)N(c3ccc(Cl)cc3)C2)cc1 (stereo not drawn)	1	0	-1	0.3	-1.3	0	3.7	0.1	2	4.3*	3
COc1ccc(C2Nc3ccccc3C(=O)N2c2ccc(C)cc2)cc1Cn1nc(C)c([N+](=O)[O-])c1C (stereo not drawn)	3	-6	-4	-0.3	-0.4	-3	3.7	1.5	-7	1.9	5
Cc1ccc(OCC(=O)Nc2oc(-c3ccccc3)c(-c3ccccc3)c2C#N)cc1	1	-5	-5	0.5	-0.9	-3	-2.0	0.5	-1	0.2	10
CCCN1CCC(NC(=O)CC2C(=O)NCCN2Cc2ccccc2C)CC1 (stereo not drawn)	-3	-4	-15	-1.2	-1.4	-2	-2.7	0.9	-4	0.2	5
O=C(Cc1ccccc1)N1CCN(c2ncccn2)CC1	-2	-4	0	-0.3	-0.9	-2	0.9	0.0	0	0.7	-5
O=C(CSc1ccccc1F)NCCN1C(=O)CSC1=O	-1	1	-7	0.2	-0.5	-8	2.7	0.1	-1	0.8	2
Cc1ccc(-c2cc(C(=O)Nc3ccccc3C)c3ccccc3n2)o1	-1	-41	-58	0.9	-0.5	-3	3.4	-0.1	-2	-0.9	-1
COc1ccc(OCCOC(=O)c2nc3nccc(C)n3n2)cc1	2	1	1	-0.2	-1.2	2	3.5	-0.5	2	0.4	1
CCOC(=O)Nc1sc(C(=O)N(CC)CC)c(C)c1C(=O)OCC	-1	-4	-2	-1.9	-1.2	0	-0.1	-0.8	1	-1.4	3
CCC(=O)OCC(=O)Nc1cc(S(=O)(=O)N(C)C)ccc1Cl	-1	1	-2	0.7	-1.2	-4	1.6	-0.1	5	1.1	-4
COc1ccc(CNC(=O)Cn2ncn3c(cc4ccccc43)c2=O)cc1	0	0	-8	4.4	0.0	-4	0.9	0.4	3	-0.1	4
CCCCCCC(=O)N(O)C1CC(=O)N(c2ccc(Cl)cc2)C1=O (stereo not drawn)	-1	-1	-9	-1.2	-1.3	-1	0.7	0.1	3	-3.3	0
CC(C)[C@H](NC(=O)OC(C)(C)C)c1cc(C(=O)N(C)CCN(C)C)c(N)s1	-2	-12	-15	-0.3	-1.3	-11	2.2	1.5	0	/	5
CCNC(=S)N1CCCC(C(N)=O)C1 (stereo not drawn)	0	-1	2	-0.8	-1.1	-1	-0.1	0.0	2	0.4	-2
COc1cc(/C=N/Nc2ccc(Cl)cc2)ccc1OC(=O)c1cccs1	2	-5	-3	-1.1	-0.7	1	1.4	0.1	1	0.1	-2
Cc1cccc(C)c1NS(=O)(=O)c1cc2c3c(c1)CCN3C(=O)CC2	-2	-1	-6	0.2	-1.0	-4	0.5	-0.1	0	1.2	0
COCCN(C(=O)COc1ccccc1C#N)c1c(N)n(Cc2ccccc2)c(=O)[nH]c1=O	-2	0	-7	0.1	-0.7	-5	0.8	0.8	0	0.8	0
Cc1ccc2c(c1)nnn2C1CCN(S(=O)(=O)c2cccc(S(=O)(=O)N(C)C)c2)CC1	-4	2	2	-4.1	-1.5	3	-5.6	-1.9	-1	-2.3	-6
Cn1c(=O)n(CCOc2ccccc2Cl)c2ccccc21	5	-1	-4	2.1	-0.8	-1	1.9	1.9	3	0.7	-5
Cn1c(N)c(C(=O)COC(=O)/C=C/c2cccc(Cl)c2)c(=O)n(C)c1=O	-3	5	-3	-1.5	-0.6	-5	1.4	-1.1	4	1.4	3
O=C(c1cc2n(n1)C(C(F)(F)F)CC(c1ccco1)N2)N1CCc2ccccc2C1 (stereo not drawn)	-2	-4	-7	-0.7	-1.2	-4	-1.0	0.5	-2	-0.8	4
Cc1ccc(NC(=O)C2(C)CCN2CCc2ccccc2)cc1O (stereo not drawn)	6	3	1	-0.4	-1.4	2	0.9	-0.4	1	/	-1
CC(=O)c1cccc(NC(=O)/C(=C\c2cccnc2)NC(=O)c2ccco2)c1	-1	-1	1	-1.4	-1.4	1	0.8	0.0	-5	-0.6	4
N/C(=N\OC(=O)c1ccco1)c1cccc(Br)c1	4	2	-3	6.1*	0.1	-5	8.4	2.7	-4	2.5	4
CCOc1cc(-c2nc(C)c(C(C)=O)n2O)ccc1OCC(=O)Nc1ccc(F)cc1	-3	-1	1	0.1	-1.6	-2	0.2	0.0	-7	1.0	3
CCCC(=O)Nc1ncnc2c1ncn2[C@@H]1O[C@@H]2OP(=O)(O)OC[C@H]2[C@H]1OC(=O)CCC	-1	1	2	-0.2	-1.2	-3	-3.4	-0.1	2	-0.7	2
CC1=CC(C)(C)[N+](C)(C)c2ccc(C)cc21	-3	0	0	-0.6	-1.4	0	-2.6	0.6	-3	-1.9	3

Structures listed so far that contain fluorine (3):
mol	SMARCA2 activ	PLC-gamma1 inh	PLC-beta3 inh	hcDAF12 agonist	ssDAF-12 act	ADAM17 inh	hgDAF-12 ag	DAX1 inh-2	NR1D1 modulator	DAX1 inh-1	MBD2 DNA inh
O=C(CSc1ccccc1F)NCCN1C(=O)CSC1=O	-1	1	-7	0.2	-0.5	-8	2.7	0.1	-1	0.8	2
O=C(c1cc2n(n1)C(C(F)(F)F)CC(c1ccco1)N2)N1CCc2ccccc2C1 (stereo not drawn)	-2	-4	-7	-0.7	-1.2	-4	-1.0	0.5	-2	-0.8	4
CCOc1cc(-c2nc(C)c(C(C)=O)n2O)ccc1OCC(=O)Nc1ccc(F)cc1	-3	-1	1	0.1	-1.6	-2	0.2	0.0	-7	1.0	3

Additional results follow.
mol	SMARCA2 activ	PLC-gamma1 inh	PLC-beta3 inh	hcDAF12 agonist	ssDAF-12 act	ADAM17 inh	hgDAF-12 ag	DAX1 inh-2	NR1D1 modulator	DAX1 inh-1	MBD2 DNA inh
O=C(c1ccccc1)c1ccc(Oc2ccc([N+](=O)[O-])cc2[N+](=O)[O-])cc1	-7	2	0	1.3	-1.4	-1	1.8	-1.3	-3	-0.7	2
Cc1ccc(-c2nnc(CCC(=O)NCc3csc(C)n3)o2)s1	5	-1	-9	2.0	-1.4	-2	-1.8	-0.4	1	3.4	-5
O=c1c2ccccc2cnn1Cc1nnc(-c2cccs2)o1	-1	-5	-15	0.6	0.2	-4	-0.9	-0.1	6	-0.4	2
Cc1nn(C)c(C)c1NC(=O)COc1ccccc1C#N	-1	1	-4	1.9	-0.9	-3	-1.0	0.4	4	0.1	3
C=CCN1C(=O)/C(=C\c2ccc(OC(=O)c3ccco3)c(OC)c2)SC1=S	-1	-1	-3	-0.7	-1.5	-4	-1.1	-0.3	-4	-0.1	0
CCN1CCCC1CNC(=O)Cn1cc2c(n1)CCC(C)C2 (stereo not drawn)	2	-3	-1	3.2	-1.5	0	3.5	0.3	0	4.5*	-4
O=NN(CCF)C(=O)NC1CCS(=O)(=O)CC1	-5	3	5	2.0	0.2	1	-1.4	0.4	1	/	3
O=C(NCCSc1c[nH]c2ccccc12)c1ccco1	1	1	-8	5.9*	0.5	-2	5.4	0.6	14	-0.1	-2
N#Cc1cnc2nc1NCCCCCCC2	4	0	0	-1.9	-1.7	-3	-1.5	0.1	4	0.6	-10
O=C(O)c1ccc2nc(CO)[nH]c2c1	2	1	3	-1.0	-0.8	-7	2.2	0.4	-8	-0.2	4
COc1ccc(C(=O)N(C)[C@H]2C[C@H]3c4[nH]c5ccccc5c4CCN3C(=O)[C@H]2CO)cc1	0	-279	-330	-2.7	-0.8	-230	0.4	-0.5	-2	1.4	-3
CSCCC(NC(N)=O)C(=O)NCc1ccccc1Cl (stereo not drawn)	0	-1	1	-0.7	-0.5	-4	2.6	-0.2	2	0.0	-4
CC(Nc1cc(N2CCN(S(=O)(=O)N(C)C)CC2)ccc1[N+](=O)[O-])c1ccccc1 (stereo not drawn)	0	-1	1	-0.6	-1.1	2	0.2	0.6	1	2.7	2
CCOC(=O)C1(C)NC(c2ccco2)C2C(=O)N(c3ccc(C)cc3)C(=O)C21 (stereo not drawn)	-4	-2	-2	-0.3	-1.4	-3	-0.6	0.1	-5	-0.3	4
CCCCC(CC)C(=O)Nc1cccc(SC)c1 (stereo not drawn)	-4	1	-2	-2.3	-1.2	0	-1.9	-0.3	1	-0.5	-1
CC(=O)N1CSCC1C(=O)N1CCN(c2ccc(N3CCOCC3)nn2)CC1 (stereo not drawn)	1	-254	-315	1.1	-0.4	-127	2.5	0.5	-11	-0.1	8
CC(C)n1c(=O)c2ccccc2n1C(=O)c1ccccc1	2	-2	0	-1.1	-0.3	3	-1.0	-1.0	-7	/	-5
Cc1cc(O)c(C(C)C)cc1NC(=O)c1cccc(Cl)c1	3	0	0	-1.2	-1.8	0	-0.7	-0.8	-1	-0.5	-4
Cc1ccc(S(=O)(=O)N(C)C)cc1NC(=O)COC(=O)CN1C(=O)c2ccccc2C1=O	-4	-1	-2	0.5	-1.0	-2	-2.6	1.0	-2	-0.1	-2
Cn1c(=O)[nH]c2c(nc(-c3ccc(Cl)cc3)n2C)c1=O	3	-9	-21	1.7	-0.7	-25	4.3	0.2	-3	1.8	4
Cc1ccc(-c2cc(-c3ccccc3)no2)cc1	7	2	-1	14*	1.8*	-2	14*	3.7*	-1	1.7	-3
CCOc1ncccc1C(=O)NCc1ccc(C)cc1	3	-1	-1	-2.1	-1.3	-2	-0.4	0.6	2	1.0	2
COCCn1nnnc1SCC(=O)c1ccc(F)cc1	0	-3	-3	-0.8	-0.3	-5	2.0	0.5	-3	1.9	3
